# Bioassay records (PubChem)
# Rab9 promoter act: activates the Rab9 promoter; Potency, µM (titrated, usually from 9.22 µM), for inactives: at the highest dose activation, negative = inhibition, actives largely listed as activators; Huh7 Rab9 promoter-luciferase reporter, luminescence, 24 h; 320,000 compounds, 2.8% hits; AID 485297; also: potency is read from the fitted curve at half-maximal effect; % of control where 0% means no effect; nearly all actives have a fitted effect of over 60% in size
#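 Huh7 cells stably carrying Rab9 promoter–luciferase reporter, plated 1500 cells/well, compound added after 2 h and incubated 24 h at 37 °C; luciferase luminescence then read after 10 min with detection reagent.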
# BRCA1 expr act: activators of BRCA1 expression; MCF7-BRCA1-FFLuc reporter, luminescence, 48 h; response scale: scaled: vehicle 0%, 10 µM genistein 100%; Potency, µM (top dose mostly 46.1 µM), for inactives: at the highest dose activation, hits mostly activators; 380,000 compounds, 1.1% hits; also: potency is read from the fitted curve at half-maximal effect; nearly all actives have a fitted effect of over 80% in size; some results filed as inactive show a strong effect at the top dose
#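 MCF7-BRCA1-FFLuc cells, 2000/well in phenol-red-free MEM, attached 2 h then treated 48 h at 37 C. Luciferase luminescence read 15 min after reagent; normalized to genistein maximum activation (10microM) and DMSO, concentration-response fitted.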
# TRPV1 agonist: human TRPV1 agonism. Q8NER1. TRPV1-expressing cells, Fluo-8 calcium influx, agonist mode. activation, % at 8.33 µM. 320,000 compounds, 0.19% hits. AID 540275; in the data active = activation above about 80%; inconclusive = between about 30% and that limit; also: 0% is about no effect
# Target sequence (Q8NER1 whole entry, looked up): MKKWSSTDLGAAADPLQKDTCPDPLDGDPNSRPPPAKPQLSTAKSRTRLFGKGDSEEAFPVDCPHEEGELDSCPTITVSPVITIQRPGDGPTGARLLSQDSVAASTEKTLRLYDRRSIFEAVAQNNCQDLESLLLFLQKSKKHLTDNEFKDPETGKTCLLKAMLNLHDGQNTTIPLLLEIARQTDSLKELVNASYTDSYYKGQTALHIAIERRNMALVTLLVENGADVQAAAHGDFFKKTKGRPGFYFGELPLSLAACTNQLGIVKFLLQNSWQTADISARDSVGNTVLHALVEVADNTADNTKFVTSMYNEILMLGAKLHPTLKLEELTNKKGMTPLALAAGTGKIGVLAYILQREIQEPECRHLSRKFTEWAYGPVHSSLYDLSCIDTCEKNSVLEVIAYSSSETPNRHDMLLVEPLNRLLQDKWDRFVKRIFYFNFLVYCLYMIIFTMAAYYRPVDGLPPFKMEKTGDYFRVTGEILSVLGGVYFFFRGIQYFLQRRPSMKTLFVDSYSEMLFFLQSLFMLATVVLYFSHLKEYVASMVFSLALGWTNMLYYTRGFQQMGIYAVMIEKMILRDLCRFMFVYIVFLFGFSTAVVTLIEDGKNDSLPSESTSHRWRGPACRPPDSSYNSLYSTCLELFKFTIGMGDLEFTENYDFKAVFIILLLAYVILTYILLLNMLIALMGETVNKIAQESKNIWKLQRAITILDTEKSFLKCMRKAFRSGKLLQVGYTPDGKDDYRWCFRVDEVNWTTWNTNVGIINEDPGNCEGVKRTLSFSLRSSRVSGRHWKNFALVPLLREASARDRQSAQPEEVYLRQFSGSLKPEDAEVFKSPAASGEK
#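 Fluo-8 calcium influx in TRPV1-expressing cells, kinetic read (ex 480/em 520 nm). Compound added and read 3 min for agonist activity, followed by capsaicin at EC20 final and 2 min further read for enhancement.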
# RORg inh: inhibitors of mouse ROR gamma transcriptional activity. 310,000 compounds, 5.4% hits. Potency, µM (titrated, usually from 53.6 µM), for inactives: at the top dose activity change, negative = inhibition, usual class: inhibitors. Drosophila S2 Gal4-RORgamma UAS-luciferase reporter, 20 h. AID 2551. P51450; also: potency is read from the fitted curve at half-maximal effect; % is scaled to controls: 0 for no effect and ±100 for the full control effect; nearly all actives have a fitted effect of over 60% in size
#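 Stable Schneider cell line, Gal4 DNA-binding domain fused to ROR gamma, UAS-luciferase. Cmpd 1 hr RT → CuSO4 700 uM final → 20 hr RT → luciferase reagent 10 min → luminescence.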
# Tb PFK block: blocks T. brucei phosphofructokinase; O15648; T. brucei PFK, ADP-Glo luminescence; Potency, µM (series often up to 57.5 µM), for inactives: at the top dose activity, negative = inhibition, actives largely listed as inhibitors; 330,000 compounds, 0.17% hits;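 also: potency is read from the fitted curve at half-maximal effect; 0% = uninhibited 1x PFK enzyme wells and -100% = no-enzyme wells; nearly all actives have a fitted effect of over 60% in size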
#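 PFK 1.25 nM, F6P 0.5 mM, ATP 0.1 mM, 0.1 M TEA pH 8.0, 5 mM MgCl2, 0.01% Tween20, 0.1% BSA; 45 min RT. ADP-Glo readout. qHTS titration up to 57 uM; curves fitted, compounds curve-classed.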
# ELG1 genotoxic: genotoxicity induction in ELG1-luciferase HEK293T cells | HEK293T ELG1-luciferase reporter, luminescence, 16 h | Potency, µM (series often up to 46 µM), inactives show at the highest dose activity change, positive = activation, most hits filed as activators | 330,000 compounds, 1.3% hits; also: potency is read from the fitted curve at half-maximal effect; % of control where 0% means no effect; nearly all actives have a fitted effect of over 60% in size
#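 Cells (2,000/well) expressing the ELG1-luciferase fusion are dosed by pin tool and kept 16 hr at 37 °C, 5% CO2. Signal comes from ONE-Glo luciferase reagent after 30 min at room temperature.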
# Gal4-VP16 FLuc: counter-screen for ROR gamma inhibitors: Gal4-VP16 reporter | Drosophila S2 Gal4-VP16 UAS-luciferase, luminescence, 20 h | Potency, µM (titrated, usually from 53.6 µM), inactives show at the highest dose activity, negative = inhibition, hits mostly inhibitors | 310,000 compounds, 3.5% hits | AID 2546;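 also: Gal4-VP16 expression switched on by copper sulfate through the metallothionein promoter; potency is read from the fitted curve at half-maximal effect; % is scaled to controls: 0 for no effect and ±100 for the full control effect; nearly all actives have a fitted effect of over 50% in size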
# p53 reactivation: restores transcriptional activity of mutant p53 | AID 504706 | Potency, µM (top dose mostly 92.2 µM), inactives show at the highest dose activity change, positive = activation, usual class: activators | 320,000 compounds, 0.063% hits | H1299 p53-A138V BP100-luciferase reporter, luminescence, 24 h; also: potency is read from the fitted curve at half-maximal effect; % of control where 0% means no effect; nearly all actives have a fitted effect of over 45% in size
#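 p53-null H1299 cells stably carrying temperature-sensitive p53-A138V and a BP100-luciferase reporter were pinned with compounds (4-point, 1:5 series) and held 24 hrs at 37 deg C. Luminescence was read 10 min after detection reagent.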
# FLuc counter: inhibits or activates purified firefly luciferase, miR-21 counter-screen; P08659; Potency, µM (highest dose often 57.5 µM), for inactives: at the top dose activity change, negative = inhibition, most hits filed as inhibitors; 360,000 compounds, 6.9% hits; purified FLuc, Km substrates, luminescence inhibition;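 also: potency is read from the fitted curve at half-maximal effect; plate controls were vehicle for no effect and reference inhibitor for full effect; nearly all actives have a fitted effect of over 55% in size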
#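 Purified P. pyralis luciferase, 10 nM final, with Km-level 10 uM D-luciferin and 10 uM ATP in 50 mM Tris acetate pH 7.5, 10 mM Mg acetate, 0.01% Tween-20, 0.05% BSA; 6-point qHTS titration about 60 µM downward; luminescence read.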
# NPC1 promoter act: NPC1 promoter activation; AID 485313; Potency, µM (titrated, usually from 9.22 µM), for the others: top-dose activation, usual class: activators; Huh7 NPC1 promoter luciferase reporter, 24 h; 320,000 compounds, 2.4% hits;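 also: potency is read from the fitted curve at half-maximal effect; % of control where 0% means no effect; nearly all actives have a fitted effect of over 60% in size; reporter is driven by a mutant NPC1 promoter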
#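 Luminescence from an NPC1 promoter-driven luciferase reporter in stably transfected Huh7 cells was measured after 24 h compound treatment at 37 °C, followed by 10 min ambient incubation with luciferase detection reagent.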
# ELG1 DNA repair: ELG1-dependent DNA repair inhibition. HEK293T ELG1-luciferase reporter, luminescence, 16 h; DNA damage induced by 5-fluorouridine. Potency, µM (titrated, usually from 46.1 µM), without a hit: top-dose activity change, negative = inhibition, hits mostly inhibitors. 330,000 compounds, 2.3% hits; also: potency is read from the fitted curve at half-maximal effect; % is scaled to controls: 0 for no effect and ±100 for the full control effect; nearly all actives have a fitted effect of over 55% in size
#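 Overnight (16 hr) co-exposure of 2,000 cells/well to 5-fluorouridine and compound at 37 °C preceded detection. Luciferase was quantified via ONE-Glo luminescence; loss of signal denotes inhibition.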
# * hit, by the source's call; u = inconclusive; x = no result given; [ ] = another dose, or the depositor's remark. Unless noted, calls follow the shape of the dose curve; as a rule, active = well fitted curve in the direction sought with a large enough effect; inconclusive = small, poorly fitted or top-dose-only effect, or another doubt; inactive = no such curve, though single readings can be large; an effect the other way counts as inactive or inconclusive. An unsorted share of the library; 15% or so of the library scored in one or more.
# Values run as follows: Rab9 promoter act, BRCA1 expr act, TRPV1 agonist, RORg inh, Tb PFK block, ELG1 genotoxic, Gal4-VP16 FLuc, p53 reactivation, FLuc counter, NPC1 promoter act, ELG1 DNA repair
CCSc1nc(O)c(C2OC(=O)c3c2ccc(OC)c3OC)c(=O)n1CC (centres undefined)
    7%, 5%, 0, 11%, 0%, -3%, 2%, 5%, u, -1%, 5%
c1coc(CSCc2cn3cccnc3n2)c1
    5%, 33%, 4, 8%, -4%, 2%, -9%, 9%, 0%, -5%, 14%
C/C(=N\NC(=O)CSCc1ccc([N+](=O)[O-])cc1)c1cccc(Br)c1
    -5%, -44%, 1, 36%, 3%, -1%, u, 1%, 1%, -2%, u
COc1ccc(CN(CC(=O)NCc2ccccc2)C(=O)CCC(=O)Nc2cc(C)ccn2)cc1
    5%, -17%, -1, -2%, -3%, 0%, -12%, -4%, 0%, 2%, 0%
CCn1cc(C(=O)Nc2ncccc2O)c(=O)c2cc(F)c(N3CCN(C(=O)c4ccco4)CC3)cc21
    -4%, -4%, 0, -15%, -12%, -9%, -12%, 1%, 2%, -5%, u
CCS(=O)(=O)N1CCCC(C(=O)NC2CCCCC2C)C1 (centres undefined)
    0%, -16%, -1, -4%, 0%, 2%, -14%, -1%, 2%, 0%, -5%
COc1ccc(CN(C(=O)c2cc(=O)c3cc(C)cc(C)c3o2)C2CCS(=O)(=O)C2)cc1 (centres undefined)
    -2%, -2%, 5, 0%, -1%, 3%, -7%, 1%, -2%, 4%, u
O=C(Nn1c(C2CCC2)nc2ccccc2c1=O)c1cccs1
    -6%, -39%, 4, 16%, 4%, 3%, -12%, 0%, -11%, -9%, -5%
O=C(O)Cc1c(C(=O)O)nnn1-c1ccc(Cl)cc1Cl
    3%, 8%, -3, 0%, -1%, 5%, 0%, 1%, u, -4%, 5%
CCOc1ccccc1NC(=O)N1CCCC1C(=O)Nc1nnc(CC)s1 (centres undefined)
    8%, -18%, -12, -3%, -2%, 4%, 6%, -14%, 4%, -1%, 15%
O=C(CN1CCN(C(=O)c2c(F)cccc2F)CC1)Nc1ccccc1F
    -2%, -3%, 1, -1%, -1%, -1%, 1%, -3%, 0%, -1%, -28%
COCCCNC(=O)c1c[nH]c2ccc(S(=O)(=O)N3CCC4(CC3)OCCO4)cc2c1=O
    -2%, 10%, 1, 28%, 9%, -9%, 5%, -2%, -5%, -5%, u
CCC(=O)Nc1ccc(S(=O)(=O)Nc2cc(C)on2)cc1
    -5%, -10%, -3, -21%, 4%, 2%, 2%, -2%, -1%, 22%, 4%
O=C(CSc1nn(-c2ccc(F)cc2)c(=S)s1)NC(=O)NCc1ccco1
    5%, -2%, 0, u, -2%, -11%, 1%, 15%, 6%, 2%, u
Cc1ccc(N2CCN(C(=O)c3nn(C)c4c3CS(=O)(=O)c3ccccc3-4)CC2)c(C)c1
    -1%, 0%, 1, 34%, 1%, 0%[9.26 µM], -20%, -4%, -1%, -2%, -26%
COc1ccc(/C(O)=C2/C(=O)C(=O)N(c3ncccn3)C2c2ccc(C(C)(C)C)cc2)cc1 (centres undefined)
    -2%, x, 3, 0%, -2%, -7%, 13%, -4%, u, -5%, 17%
Cc1cc(C)nc(N2CCN(c3ncnc4c3oc3ccccc34)CC2)n1
    10%, x, 1, -2%, 3%, 0%, -3%, 25%, -15%, 0%, 21%
Cc1ccc(C2=NC3(CCCCCC3)NC2=S)cc1
    1%, 26%, 2, 1.4µM*, -6%, 2%, 2.2µM*, 5%, 1%, 3%, 22%
CCOC(=O)C1(CC2CC2)CCN(Cc2cnc(-c3ccc(OC)cc3)nc2)CC1
    -5%, -34%, 7, 41%, -2%, -7%, 1%, 3%, -1%, 1%, u
O=C(O)CCC(=O)Nc1ccc(SSc2ccc(NC(=O)CCC(=O)O)cc2)cc1
    -2%[1.84 µM], -15%, 1, 14%, u, 0%, -5%, 6%, u, -6%, 1%
COc1ccc(OC)c(NC(=O)CSc2nnc(CNC(=O)c3ccccc3F)o2)c1
    3%, 0%, 1, -5%, -3%, 3%, 3%, -6%, -3%, 2%, 4%
CCC(=O)Nc1cccc(-c2cc3ccccc3oc2=O)c1
    u, 10µM*, 27, u, 3%, u, -2%, 5%, 12µM*, u, u
CCOC(=O)c1c(C)[nH]c(C(=O)COC(=O)/C=C/c2cccc(OC)c2OC)c1C
    1%, -5%, -1, -30%, 0%, u, -2%, 4%, 12%, -2%, -1%
COc1ccc2oc(-c3ccccc3)c(C(N)=O)c2c1
    5%, 45%, 0, 0%, -2%, 17%, -1%, 4%, u, 13%, u
CCOC(=O)[C@H]1[C@H]2COc3ccc(C)cc3[C@@H]2N2C(=O)CN(Cc3ccc(C)cc3)C(=O)[C@@]12C
    0%, -24%, u, x, 2%, -2%, x, -12%, -1%, -3%, -17%
CC(=O)CCn1cc([N+](=O)[O-])nc1C
    0%, -11%, 6, -13%, 6%, 3%, 3%, 1%, -3%, -3%, -1%
COc1cc(C(=O)NCc2nnc(SCC(=O)Nc3cc(C)cc(C)c3)o2)cc(OC)c1OC
    -2%, -15%, -3, u, 2%, -3%, -5%, -5%, 1%, -1%, u
CCOc1ccc(N(CC)C(=O)CCS(=O)(=O)c2cccc3nonc23)cc1
    -1%, 7%, 0, -1%, 1%, -2%, 2%, -3%, 0%, -2%, 0%
CCCCNC(=O)CSc1nc(O)c(Cc2ccc(OC)cc2)c(=O)[nH]1
    -6%, 5%, 1, -4%, 1%, -1%, -4%, 2%, -1%, -5%, 4%
O=C(Nc1ccncc1)c1cc(S(=O)(=O)N2CCCC2)ccc1Cl
    x, -14%, x, x, 17%, -5%, x, -4%, x, x, 0%
O=C1OCC=C1NNC(=O)c1cccnc1
    -4%, -11%, 2, 15%, 1%, 0%, 3%, 2%, -3%, -2%, -15%
Cc1ccc(S(=O)(=O)n2ccc3cccnc32)cc1
    0%, 2%, 3, 24%, -4%, 3%, -5%, -13%, 2%, -5%, -7%
O=C1CNC(=O)N1CC(=O)N1CCCc2ccccc21
    1%, 1%, 2, -1%, -2%, -1%, -1%, 1%, 0%, -1%, -3%
CC(C)(C)NC(=O)C(c1c[nH]c2ccccc12)N(C(=O)Cn1nnc(-c2ccc(Cl)cc2)n1)c1ccccc1F (centres undefined)
    -4%, -56%, 5, -1%, 5%, -7%, -13%, 5%, 5%, 0%, -22%
COc1ccc(CN2CCN(c3ccccn3)CC2)cc1OCc1ccccc1
    2%, -40%, 0, 37%, 21%, -5%, -26%, -1%, 1%[2.3 µM], -2%, u
Cn1ncc(C#N)c1NC(=O)c1nn2cccnc2c1Cl
    -5%, 6%, 3, -6%, 1%, 0%, -7%, 0%, 1%, 1%, 0%
COc1cccc(C(=O)Nc2cccc(C(=O)NCC(C)C)c2)c1
    -3%, -39%, 2, u, 0%, 0%, -5%, -3%, u, 0%, 2%
CN(C)CCCN(C(=O)c1ccc(S(=O)(=O)N(C)C)cc1)c1nc2ccc(F)cc2s1
    3%, 34%, 0, 10%, 0%, 10%, 3%, 27%, 2%, -1%, u
O=C(OCC(=O)N1CCCC1=O)c1cc(S(=O)(=O)N2CCOCC2)ccc1F
    -5%, -1%, -2, x, -6%, -3%, x, 1%, 3%, 0%, u
COc1ccccc1OCC(=O)Nc1ccc(S(=O)(=O)NC(C)=O)cc1
    -8%, -3%, -1, -2%, 1%, 1%, -15%, 8%, 5%, -3%, -1%
COc1ccccc1CN1CC(C(=O)N2CCC(OC)CC2)CCC1=O (centres undefined)
    0%, -4%, -2, 40%, -1%, 3%, 13%, u, -1%, -2%, u
COc1cccc(N2C(=NC(=O)c3ccccc3)SC3CS(=O)(=O)CC32)c1 (centres undefined)
    -9%, -25%, -4, 17%, 1%, 4%, -2%, -9%, 1%, 2%, -17%
CC1CCC/C(=N\NC(=O)Nc2ccccc2)C1 (centres undefined)
    1%, 59%, -2, -19%, -1%, 6%, -15%, 25%, 15µM*, -1%, 28%
O=C(NCC1CCCO1)c1cccnc1NCc1ccc(F)cc1 (centres undefined)
    -5%, -2%, 12, 11%, -8%, 0%, 5%, 4%, 4%, -2%, 8%

# Quoted from the listing:
# COc1ccc2oc(-c3ccccc3)c(C(N)=O)c2c1 | Tb PFK block: -2%
# CCOc1ccc(N(CC)C(=O)CCS(=O)(=O)c2cccc3nonc23)cc1 | Rab9 promoter act: -1%
